D2 antag – antagonists of human D2 dopamine receptor; HEK293 TREx D2 cells, calcium flux, dopamine EC80; inhibition, % at 10 µM; hit rate 2% among 340,000; in the data active = inhibition above about 30%; note: 0% is about no effect
Target sequence (P14416 whole entry, looked up): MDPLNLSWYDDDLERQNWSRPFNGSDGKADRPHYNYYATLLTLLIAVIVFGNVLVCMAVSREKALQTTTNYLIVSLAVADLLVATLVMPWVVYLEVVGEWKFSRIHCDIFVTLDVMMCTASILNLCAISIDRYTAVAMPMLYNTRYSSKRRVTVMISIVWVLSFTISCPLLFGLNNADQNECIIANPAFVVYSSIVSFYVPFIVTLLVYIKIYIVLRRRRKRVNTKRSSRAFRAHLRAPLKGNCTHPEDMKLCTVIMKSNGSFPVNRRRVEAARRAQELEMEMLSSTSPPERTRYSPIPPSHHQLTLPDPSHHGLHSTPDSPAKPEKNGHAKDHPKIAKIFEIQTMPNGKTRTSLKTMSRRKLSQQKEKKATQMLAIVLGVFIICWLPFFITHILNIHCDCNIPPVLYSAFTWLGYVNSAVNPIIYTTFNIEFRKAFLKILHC
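Calcium flux kinetic readout in an inducible HEK293 TREx D2 line plated overnight at 30 C. After 180 s compound exposure, an EC80 dopamine challenge follows with another 180 s kinetic read to detect antagonism.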
IDH1 R132H inh – inhibitors of human mutant IDH1 R132H; IDH1-R132H enzyme, NADPH consumption, diaphorase/resazurin fluorescence; O75874; Potency, µM (titrated, usually from 76.6 µM), without a hit: at the top dose activity change, negative = inhibition, actives largely listed as inhibitors; hit rate 0.093% among 390,000; note: potency is the fitted concentration of half-maximal effect; % is set by controls: 0 for no effect and ±100 for the full control effect; nearly all actives have a fitted effect of over 65% in size
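IDH1-R132H (0.5 ug/mL dispensed) in pH 7.5 Tris buffer was preincubated 30 min with compound, then given a substrate mix of 0.016 mM NADPH and 2 mM alpha-KG for 80 min at room temperature; remaining NADPH was read by diaphorase/resazurin fluorescence.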
TrxR1 inh – rat TrxR1 inhibition; O89049; recombinant rTrxR1, NADPH fluorescence consumption, selenite substrate; Potency, µM (titrated, usually from 114 µM), without a hit: at the top dose activity change, negative = inhibition, hits mostly inhibitors; hit rate 1% among 390,000; note: potency is the fitted concentration of half-maximal effect; % is set by controls: 0 for no effect and ±100 for the full control effect; nearly all actives have a fitted effect of over 65% in size
Target sequence (O89049 whole entry, looked up): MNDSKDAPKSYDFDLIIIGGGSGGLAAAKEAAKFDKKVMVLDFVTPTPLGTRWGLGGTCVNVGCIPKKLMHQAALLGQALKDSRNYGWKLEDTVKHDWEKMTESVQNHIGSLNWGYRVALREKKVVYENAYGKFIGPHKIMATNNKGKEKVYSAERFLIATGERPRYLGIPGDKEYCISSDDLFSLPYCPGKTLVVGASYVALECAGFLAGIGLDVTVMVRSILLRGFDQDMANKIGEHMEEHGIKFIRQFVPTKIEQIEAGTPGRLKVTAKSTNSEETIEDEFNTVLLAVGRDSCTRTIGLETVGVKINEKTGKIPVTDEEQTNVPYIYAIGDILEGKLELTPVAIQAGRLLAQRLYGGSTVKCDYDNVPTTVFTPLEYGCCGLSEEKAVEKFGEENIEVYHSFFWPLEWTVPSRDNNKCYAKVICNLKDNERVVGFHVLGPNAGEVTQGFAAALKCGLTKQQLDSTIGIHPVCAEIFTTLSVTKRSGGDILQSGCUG
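Rat TrxR1 (90 nM in the dispensed reagent) was pre-reduced with 400 uM NADPH for 5 min at room temperature, then incubated with compound for 15 min. After 400 uM selenite was added, NADPH fluorescence (Ex 340/Em 450 nm) was followed for 8 min.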
TRHR enhancer – allosteric enhancers of human TRH receptor. P34981. TRHR cells, fluo-8 calcium fluorescence, EC20 TRH enhancement. enhancement, % at 2 µM. hit rate 0.66% among 360,000; in the data active = enhancement above about 30%; note: 0% is about no effect
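Enhancer read-out: after compound pinning and an initial kinetic agonist-mode read, an EC20 of TRH (10 nM final) was injected and fluo-8 calcium signal (Ex 480/Em 530) followed at 1 s/cycle for 100 cycles in TRHR-expressing cells.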
TrxR1 substrate – is turned over as a substrate by rat TrxR1. O89049. purified TrxR1 substrate turnover, NADPH consumption readout. Potency, µM (series often up to 114 µM), for inactives: at the highest dose activity change, negative = substrate turnover. hit rate 0.01% among 390,000; note: potency is the fitted concentration of half-maximal effect; % is set by controls: 0 for no effect and ±100 for the full control effect; nearly all actives have a fitted effect of over 50% in size
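Rat TrxR1, dispensed at 90 nM, was prereduced with 400 uM NADPH (final) for 5 min at ~22 deg C, then incubated with compound 15 min before 400 uM selenite. A first-read NADPH fluorescence drop versus no-compound background flagged substrates.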
PI4K2A block – inhibitors of human PI4K2A; Q9BTU6; purified PI4K2A, ADP-Glo luminescence, 1 h; active compounds read low; activity change, negative = inhibition, % at 76.9 µM; hit rate 0.13% among 420,000; in the data active = activity change below about -50%; inconclusive = mostly about -30% to -49%;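 note: -100% = wells without enzyme as full effect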
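ADP-Glo luminescence measured ADP generated by PI4K2A enzyme (4 ug/mL before mixing) with 1.2 mM PI substrate (pre-mix) and 300 microM ATP (pre-mix). Tris pH7.5 buffer with MgCl2, Triton X-100; 1 h reaction at ambient temperature.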
TRHR ag – activates the human TRH receptor; P34981; TRHR cells, calcium flux fluo-8, FDSS agonist mode; activation, % at 2 µM; hit rate 0.18% among 360,000; in the data active = activation above about 30%; note: 0% is about no effect
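TRHR-expressing cells, plated overnight in medium with 10% serum, were loaded with fluo-8 calcium dye at room temperature. After a 10 s baseline, library compound was pin-added and calcium release was recorded kinetically (ex 480/em 530) as agonist response.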
USP1-UAF1 inh – blocks the human USP1/UAF1 deubiquitinase complex; Potency, µM (highest dose often 57.1 µM), for the others: top-dose activity change, negative = inhibition, usual class: inhibitors; AID 743255; hit rate 0.23% among 390,000; O94782; recombinant USP1/UAF1, Ub-Rhodamine cleavage fluorescence; note: potency is the fitted concentration of half-maximal effect; % is set by controls: 0 for no effect and ±100 for the full control effect; nearly all actives have a fitted effect of over 60% in size; inactives centre near -12
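High-throughput fluorogenic screen: 1nM USP1/UAF1 complex, Ub-Rho substrate 150nM final, 50mM HEPES pH 7.8 with 0.5mM EDTA, 0.1 mg/ml BSA, 1mM TCEP and 0.01% Tween-20.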
D2 agonist – D2 dopamine receptor (human) agonism; hit rate 0.53% among 340,000; activation, % at 2 µM; HEK293 T-REx D2 cells, calcium flux agonist mode; AID 485358; P14416;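 active = activation over 3 SD above normal in the single-dose calcium agonist read, cut at about 30% in these data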; note: 0% is about no effect
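Calcium-flux readout, 1 cycle/sec over 180 s following compound pin transfer, in inducible HEK293 Trex D2 cells (force-coupled); dopamine controls included. Positive calcium responses during this window marked compounds as potential agonists.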
* marks the source's active call; other numbers are inactive results; ? = inconclusive; . = no result given; [ ] = dose if it differs, or a comment. Unless noted, calls come from the whole dose curve; as a rule, active = well fitted inhibition curve with a large enough effect; inconclusive = small, poorly fitted or top-dose-only effect; inactive = no such curve, though single readings can be large or run the other way. Hits appear at their usual frequency; about 3.9% have a hit in one of these screens.

Results follow in this order: USP1-UAF1 inh	TRHR ag	PI4K2A block	D2 antag	IDH1 R132H inh	TRHR enhancer	TrxR1 substrate	D2 agonist	TrxR1 inh
CC1CCCC(NC(=O)c2ccc3c(c2)NC(=O)CS3)C1C (stereo not given)
 : -17.3%	-0.6	4.4	.	-3.3%	3.5	5.0%	.	23.6%
O=C1NC(=O)/C(=C/c2ccc(-c3cccc([N+](=O)[O-])c3)o2)S1
 : -26.7%	-1.6	-1.9	5.2	-3.0%	6.5	14.9%[57.1 µM]	0.8	18.8%[57.1 µM]
COc1cccc(NC(=O)COC(=O)/C=C/c2c(C)nn(-c3ccccc3)c2C)c1
 : -24.5%	0.6	5.2	15.1	-7.4%	-1.2	-13.4%	3.0	-5.1%
CCOc1cc(/C=C2/NC(=O)NC2=O)cc([N+](=O)[O-])c1O
 : -1.7%	-0.3	-10.7	-2.6	4.0%	-0.4	-7.9%[57.1 µM]	1.1	-10.6%[57.1 µM]
CCOC(=O)c1csc(NC(=O)Nc2cccc(OC)c2)n1
 : .	0.5	.	3.8	.	-3.4	.	1.5	.
Cc1ccc(C(=O)N(CCN2CCCCC2)CC2CCCN(C3CCCC3)C2)s1 (stereo not given)
 : -17.3%	0.5	-1.5	-17.4	7.4%	1.5	9.4%	0.4	10.1%
CC(C)(C)C(=O)C[n+]1ccc(C(N)=O)cc1
 : -14.9%	0.3	1.4	5.4	6.2%	14.0	14.3%[57.1 µM]	0.7	-1.9%[57.1 µM]
NC(=O)C[C@H](NC(=O)c1ccc(Cl)cc1)C(=O)OCc1ccccc1
 : -2.6%	.	-2.9	.	-5.0%	.	-0.2%	.	5.3%
COc1ccc(-c2ccc(SCC(=O)N3CCN(c4ccccc4)CC3)nn2)cc1
 : -3.3%	-0.4	9.5	-1.0	-3.3%	-2.9	-11.6%	0.1	-14.1%
Cc1ccc(-c2noc(CSc3nnnn3-c3ccccc3)n2)cc1
 : 16.5%	-0.2	-2.9	-10.9	-1.9%	15.2	4.2%	0.1	13.4%
Nn1c(Cc2cccc3ccccc23)nnc1SCCOc1ccc(F)cc1
 : -23.4%	0.1	-3.6	-13.2	8.3%	-1.9	-6.3%	0.8	15.2%[11.4 µM]
O=C(NCC1CCCN(C(=O)NCc2ccccc2)C1)c1ccc2c(c1)OCO2 (stereo not given)
 : -13.5%	-1.5	-2.9	-12.6	1.6%	0.3	-0.2%	-0.4	19.7%
CCOc1ccc(OCC)c(Nc2nc3ccccc3c3nnc(C)n23)c1
 : ?	0.2	-0.5	.	46.3%[activator]	-2.4	9.0%	0.3	45.7%[activator]
COc1ccc(-c2nnc3n2-c2ccccc2SC3)cc1OC
 : -22.5%	-0.6	-14.1	8.4	4.0%	4.0	-6.8%	-0.1	-5.6%
Cc1cc(=O)[nH]c(N/N=C/c2c(F)c(F)c(F)c(F)c2F)n1
 : -27.9%	1.3	-1.6	-24.2	-10.1%	1.3	0.6%	0.8	15.0%
CC(=O)NNS(=O)(=O)c1scc(S(=O)(=O)c2ccc(Cl)cc2)c1C
 : -7.2%	-0.3	2.8	-11.0	1.0%	0.6	-3.5%	1.0	17.0%
CC1N(C(=O)N2CCOCC2)CCN1S(=O)(=O)c1cccc(C(F)(F)F)c1 (stereo not given)
 : -1.0%	-0.1	3.1	12.9	-4.5%	-7.6	6.8%[57.1 µM]	0.9	14.0%[57.1 µM]
Cc1cc(C)cc(NC(=O)Nc2ccc(Cl)cn2)c1
 : -8.1%	-0.2	-1.7	-9.0	-3.5%	-11.0	-2.7%	0.6	13.9%
COc1ccc(CN2CCc3ccccc3C2)cc1Br
 : -23.7%	0.0	-0.8	20.4	4.5%	0.5	3.5%	-3.5	26.5%
COc1ccc(Cl)cc1/C=C1/C(=O)ON=C1C
 : -14.2%	-0.1	-2.6	4.5	5.0%	-0.9	6.6%	-0.1	?
COc1ccc(CNC(=O)Cn2c(=O)n3nc(-c4cccc(F)c4)nc3c3ccccc32)cc1OC
 : 8.6%	0.4	-0.9	.	-1.1%	-2.6	5.3%[57.1 µM]	7.9	20.4%[57.1 µM]
O=C(O)CC(NCc1ccco1)C(=O)OCCc1ccccc1 (stereo not given)
 : 2.5%	.	3.4	.	0.3%	.	-5.3%	.	-6.9%
Cc1cc(C)c(N2C(=NC(=O)CCCC(=O)O)SC3CS(=O)(=O)CC32)c(C)c1 (stereo not given)
 : -18.8%	0.2	-3.2	-2.9	0.7%	-2.5	-2.4%	0.6	-0.2%
CC1(C)Cc2c(cnn2-c2ccc(F)cc2)C(NC(=O)CCCN2CCCCC2=O)C1 (stereo not given)
 : -9.5%	0.3	-1.0	-7.2	8.2%	-6.9	3.6%	0.1	7.8%
COc1cccc(NC(=O)CSC2=Nc3ccccc3C3=NC(CC(=O)NCc4ccccc4OC)C(=O)N23)c1 (stereo not given)
 : -13.2%	-0.6	-2.7	.	2.8%	2.1	-17.5%[57.1 µM]	-0.2	-19.5%[57.1 µM]
O=C1Nc2ccc(Br)cc2/C1=N\N=C\C1=C(N2CCOCC2)C(=C/c2ccccc2)/CC1
 : ?	.	-23.5	.	-1.5%	.	-6.0%	.	-18.8%
Nc1nc(-c2ccc(Cl)cc2)nc(-c2ccc(Cl)cc2)n1
 : -13.2%	-0.2	-2.1	9.8	0.0%	-2.4	3.7%	0.1	12.9%
CC(=O)c1cccc(NC(=O)CSc2nnc3ccc(-c4ccc(C)cc4)nn23)c1
 : -22.3%	-0.3	5.5	.	-18.7%	-2.4	-0.3%[57.1 µM]	0.2	22.0%[57.1 µM]
COC(=O)CSc1nnc(CNC(=O)c2ccc(S(=O)(=O)N3CCCCC3)cc2)n1C
 : -14.2%	0.2	-1.4	1.9	4.1%	0.7	8.0%	0.7	25.8%
Cc1ccc(/C=N\NC(=O)Cn2nnc3ccccc32)o1
 : -10.5%	0.0	-3.7	27.1	6.9%	32.6*	6.5%	-2.0	-3.4%
CN(C)c1ccc(C(CNS(=O)(=O)c2ccc3ccccc3c2)c2c[nH]c3ccccc23)cc1 (stereo not given)
 : -5.1%	0.5	7.6	7.3	-2.3%	2.2	2.0%	-0.1	4.9%
CC(CCN(C)C)OC(=O)c1ccc(C(C)c2ccccc2)o1 (stereo not given)
 : -13.7%	1.0	7.1	18.2	1.4%	-3.6	1.7%	0.0	-16.1%
COC(=O)c1ccc(/C=C/c2c(-c3ccc(OC)cc3)oc3ccc(N4CCOCC4)cc23)cc1
 : -18.0%	0.1	3.0	-8.4	5.6%	23.5	71.1%[activator][57.1 µM]	-0.1	76.4%[activator][57.1 µM]
O=S(=O)(Nc1cc(Sc2cccc3cccnc23)c(O)c2ccccc12)c1ccccc1
 : .	-0.5	.	-6.4	.	0.2	.	-0.5	.
Cc1ccc(S(=O)(=O)NCC(c2ccco2)N2CCN(c3ccccc3F)CC2)cc1 (stereo not given)
 : 2.4%	-0.2	-1.2	.	7.2%	-5.7	2.7%[57.1 µM]	-0.3	8.7%[57.1 µM]
NC(=O)C1CCN(S(=O)(=O)c2cc3c4c(c2)CCN4C(=O)CC3)CC1
 : -1.8%	0.2	-3.9	30.3*	0.2%	13.2	-14.0%	0.0	-14.3%
CCOC(=O)N1CCc2c(sc(NC(C)=O)c2C(N)=O)C1
 : ?	.	1.5	.	10.8%	.	8.3%	.	1.1%
COc1ccc(CN(C)C(C)C(=O)Nc2cccc3ccccc23)cc1 (stereo not given)
 : -27.8%	-0.4	-5.2	-24.3	3.2%	-4.8	1.2%[57.1 µM]	-0.7	8.0%[57.1 µM]
O=C(COC(=O)C1CC1)Nc1ccc(Cl)cc1Cl
 : -21.2%	-0.2	1.5	-49.1	8.9%	3.5	9.2%	0.2	30.2%
COc1ccc(C2=NN(C(=O)CSc3nc(=O)n4ccc(C)cc4n3)C(c3ccc(C)cc3)C2)cc1 (stereo not given)
 : -15.8%	0.4	0.7	-6.5	-2.1%	3.8	35.5%[activator]	-0.1	17.6%

Two compounds from above with just TrxR1 inh.
molecule,TrxR1 inh
COc1ccc(C2=NN(C(=O)CSc3nc(=O)n4ccc(C)cc4n3)C(c3ccc(C)cc3)C2)cc1 (stereo not given),17.6%
CCOC(=O)N1CCc2c(sc(NC(C)=O)c2C(N)=O)C1,1.1%

Next compounds follow.
Results follow in this order: USP1-UAF1 inh	TRHR ag	PI4K2A block	D2 antag	IDH1 R132H inh	TRHR enhancer	TrxR1 substrate	D2 agonist	TrxR1 inh
O=C1CC(c2ccco2)c2ccc3ccccc3c2N1 (stereo not given)
 : -14.3%	-1.3	-4.1	-9.5	3.3%	-5.2	3.4%	3.0	-4.1%
CC1CC(C)CN(CCCNC(=O)c2nn(C)c3c2CS(=O)(=O)c2ccccc2-3)C1 (stereo not given)
 : -12.6%	0.4	-0.1	1.5	-12.6%	4.4	-0.7%	10.7	9.0%
NC(=O)c1ccc(NS(=O)(=O)c2ccc3ccccc3c2)cc1
 : -13.2%	1.5	-22.6	-10.8	-4.9%	12.1	5.8%[57.1 µM]	0.4	23.9%[57.1 µM]
Cn1ccnc1SCC(=O)Nc1cc(Cl)ccc1Cl
 : -16.1%	-1.1	1.9	.	22.9%	-13.0	8.0%	0.6	7.4%
COc1ccc(NC(=O)C23CC4CC(C2)CC(n2cnc(Br)n2)(C4)C3)c(C)c1
 : -19.5%	0.1	5.8	-8.9	3.9%	6.7	4.8%[57.1 µM]	1.2	-9.3%[57.1 µM]
Cc1ccc(-c2nc(CN3CCN(C(=O)C4CCCO4)CC3)cs2)cc1 (stereo not given)
 : -9.0%	-0.5	-4.2	14.4	6.4%	-2.0	-0.2%	0.5	?

Screens as filed in PubChem.
